# Tb PGK inh – blocks T. brucei phosphoglycerate kinase. PGK/GAPDH coupled, Kinase-Glo luminescence, 60 min. 380,000 compounds, 0.043% hits. Potency, µM (highest dose often 57.5 µM), for inactives: at the top dose activity change, negative = inhibition, usual class: inhibitors. P07378; further: on the % scale 0 is the no-effect control and ±100 the full control effect; nearly all actives have a fitted effect of over 60% in size
# Target sequence (P07378 whole entry, looked up): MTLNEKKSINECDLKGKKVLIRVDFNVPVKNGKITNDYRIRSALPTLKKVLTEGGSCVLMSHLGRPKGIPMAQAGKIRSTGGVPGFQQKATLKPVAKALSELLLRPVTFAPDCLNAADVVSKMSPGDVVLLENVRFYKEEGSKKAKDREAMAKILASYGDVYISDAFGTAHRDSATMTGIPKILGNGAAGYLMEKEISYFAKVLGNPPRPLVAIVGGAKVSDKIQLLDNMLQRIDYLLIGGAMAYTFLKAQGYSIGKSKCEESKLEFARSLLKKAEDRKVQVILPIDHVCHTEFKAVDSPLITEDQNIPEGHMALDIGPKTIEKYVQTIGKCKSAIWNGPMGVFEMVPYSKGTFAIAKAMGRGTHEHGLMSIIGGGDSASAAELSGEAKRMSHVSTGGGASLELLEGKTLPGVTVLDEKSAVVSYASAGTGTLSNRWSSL
#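 Recombinant glycosomal PGK reaction used 1,3-bisphosphoglycerate generated in-well by GAPDH (100nM final) in 100mM TEA pH 7.6, 5mM MgCl2, 0.01% Tween-20. After 60 minutes at room temperature, ATP was read by Kinase-Glo Plus luminescence end-point.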
# HP1b chromo inh – blocks HP1-beta chromodomain binding to methylated histone tails | P83916 | AlphaScreen HP1-beta / biotin-H3K9me3 peptide binding | Potency, µM (highest dose often 114 µM), inactives show top-dose activity change, negative = inhibition, usual class: inhibitors | 390,000 compounds, 0.56% hits | AID 540317; further: nearly all actives have a fitted effect of over 70% in size; inactives centre near 23
# Target sequence (P83916 whole entry, looked up): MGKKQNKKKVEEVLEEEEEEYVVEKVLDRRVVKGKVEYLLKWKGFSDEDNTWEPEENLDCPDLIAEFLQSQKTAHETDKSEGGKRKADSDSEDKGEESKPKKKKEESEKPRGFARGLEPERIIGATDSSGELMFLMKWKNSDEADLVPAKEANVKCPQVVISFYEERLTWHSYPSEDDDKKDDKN
#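 Compound inhibition of the preformed complex between 50 nM HP1-beta and 50 nM biotinylated H3K9me3 peptide was read by AlphaScreen. Buffer was PBS pH 7.4 with 0.01% Tween-20. Incubations ran 30 min at room temperature, with 10 ug/mL donor/acceptor beads.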
# 12-LOX inh – ALOX12 (human) lipoxygenase inhibition; P18054; purified 12hLO, xylenol orange hydroperoxide absorbance; Potency, µM (top dose mostly 108 µM), for inactives: at the top dose activity change, negative = inhibition, actives largely listed as inhibitors; 580,000 compounds, 1.1% hits; AID 1671190; further: on the % scale 0 is the no-effect control and ±100 the full control effect
#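 Hydroperoxide product was detected by ferrous iron/xylenol orange as the 573 to 405 nm absorbance ratio. Arachidonic acid at 40 uM (final) was turned over for 30 min at room temperature by 150 nM human 12hLO, pH 7.0 Hepes buffer, after 15 min compound preincubation.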
# ERG-DNA inh – blocks human ERG Ets domain binding to DNA. P11308. fluorescence polarization, His-ERG Ets domain / labelled DNA. Potency, µM (top dose mostly 76.9 µM), for inactives: at the top dose FP activity, negative = inhibition, actives largely listed as inhibitors. 370,000 compounds, 0.028% hits; active means well fitted inhibition curve with a large enough effect in the polarisation, with a control signal flat; inconclusive means small, poorly fitted or top-dose-only effect, or effect the other way, or a change in a side signal; inactive means no such curve, though single readings can be large or run the other way; the % refers to the polarisation;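 further: polarization taken with two DNA probes labelled with fluorescein and Texas red; % of control where 0% means no effect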
#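 His-tagged ERG Ets domain (1 uM in the protein solution; 300mM KCl, 50mM Tris-HCl, 1mM EDTA, 1mM DTT, pH 7.5) received compound, then a probe mix of 5 nM fluorescein-DNA and 100nM Texas-615-DNA. Fluorescence polarization was read for both dyes.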
# GLS inh – blocks human kidney-isoform glutaminase activity; O94925; GLS enzymatic activity, qHTS titration; Potency, µM (top dose mostly 45.5 µM), for the others: at the highest dose activity change, negative = inhibition, hits mostly inhibitors; 410,000 compounds, 0.21% hits; further: on the % scale 0 is the no-effect control and ±100 the full control effect
#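 Human kidney-isoform GLS in 45 mM KH2PO4 pH 8.2, 0.02% Tween-20, with compound, started with 1mM L-Glutamine (added stock). Glutamate oxidase/HRP/Amplex red coupled fluorescence read at start and after 30 min at RT.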
# JMJD2A Tudor inh – inhibitors of human JMJD2A Tudor domain; O75164; 390,000 compounds, 4.4% hits; AlphaScreen JMJD2A-Tudor / H3K4me3 peptide binding; Potency, µM (titrated, usually from 114 µM), inactives show at the highest dose activity change, negative = inhibition, hits mostly inhibitors; further: on the % scale 0 is the no-effect control and ±100 the full control effect; nearly all actives have a fitted effect of over 50% in size
# Pin1 inhibitor – human Pin1 inhibition. Q13526. Pin1 FP peptide displacement, HiFluor488, 10 min. Potency, µM (top dose mostly 115 µM), for the others: at the highest dose activity, negative = inhibition, actives largely listed as inhibitors. 390,000 compounds, 0.009% hits; active means well fitted inhibition curve with a large enough effect in the polarisation, with a control signal flat, not every such curve was filed as active; inconclusive means small, poorly fitted or top-dose-only effect, or effect the other way, or a change in a side signal; inactive means no such curve, though single readings can be large or run the other way; the % refers to the polarisation; further: on the % scale 0 is the no-effect control and ±100 the full control effect
# Target sequence (Q13526 whole entry, looked up): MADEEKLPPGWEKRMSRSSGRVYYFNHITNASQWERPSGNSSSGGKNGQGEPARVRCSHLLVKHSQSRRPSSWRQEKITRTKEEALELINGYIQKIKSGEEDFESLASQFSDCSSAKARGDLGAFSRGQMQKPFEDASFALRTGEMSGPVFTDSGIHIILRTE
# RGS4 inh – human RGS4 inhibition. P49798. Transcreener GDP fluorescence polarization, RGS4-accelerated GTP hydrolysis. Potency, µM (highest dose often 114 µM), for the others: top-dose activity change, negative = inhibition, hits mostly inhibitors. 390,000 compounds, 0.039% hits. AID 504845; further: on the % scale 0 is the no-effect control and ±100 the full control effect; nearly all actives have a fitted effect of over 75% in size; some results filed as inactive show a strong effect at the top dose
# Target sequence (P49798 whole entry, looked up): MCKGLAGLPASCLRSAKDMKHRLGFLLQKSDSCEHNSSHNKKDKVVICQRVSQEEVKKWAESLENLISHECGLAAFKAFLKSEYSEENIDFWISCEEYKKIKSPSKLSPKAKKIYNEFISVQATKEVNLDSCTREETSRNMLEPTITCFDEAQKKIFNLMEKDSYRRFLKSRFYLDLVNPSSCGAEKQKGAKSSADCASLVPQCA
#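 MLSMR compounds (23 nl, pin-transferred) preincubated 10 min at room temperature with a 500nM (2x) first reagent, then RGS4 at 900nM (2x) plus Transcreener GDP mix added; fluorescence polarization (620/688 nm) read before and after 90 min at 30 °C.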
# rTrxR1 inhibitor – rat TrxR1 inhibition; O89049; recombinant rTrxR1, NADPH fluorescence consumption, selenite substrate; Potency, µM (top dose mostly 114 µM), for inactives: top-dose activity change, negative = inhibition, hits mostly inhibitors; 390,000 compounds, 1% hits; AID 588453; further: on the % scale 0 is the no-effect control and ±100 the full control effect; nearly all actives have a fitted effect of over 65% in size
#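 Rat TrxR1 (90 nM in the dispensed reagent) was pre-reduced with 400 uM NADPH for 5 min at room temperature, then incubated with compound for 15 min. After 400 uM selenite was added, NADPH fluorescence (Ex 340/Em 450 nm) was followed for 8 min.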
# The depositor's hits bear a star; i = inactive; u = inconclusive; x = no result given; & = joins results of further samples; [ ] = dose if it differs, or a comment. Unless noted, the call rests on the fitted dose curve; in most records, active means well fitted curve in the direction sought with a large enough effect; inconclusive means small, poorly fitted or top-dose-only effect, or another doubt; inactive means no such curve, though single readings can be large; an effect the other way counts as inactive or inconclusive. Potency means the concentration at half of the fitted maximal effect. This is a subset. The share of hits here may be higher or lower than overall.
SMILES,Tb PGK inh,HP1b chromo inh,12-LOX inh,ERG-DNA inh,GLS inh,JMJD2A Tudor inh,Pin1 inhibitor,RGS4 inh,rTrxR1 inhibitor
Cc1ccc(S(=O)(=O)/N=C(/Nc2ccc(O)c(C(=O)O)c2)c2ccccc2)cc1,-0.5%,41.7%[activator],u,3.5%,27.9%,-12.8%,-1.6%,22.8%,36.3%
Cc1cc(NC(=O)c2sccc2C)n(-c2cccc(Cl)c2)n1,-1.0%,36.1%,u,-5.2%,-5.6%,-9.9%,-5.8%,-12.4%,5.5%[11.4 µM]
COc1ccccc1NC(=O)COC(=O)c1ccc2ccccc2n1,-8.2%,26.8%,u,x,3.4%,-10.4%,4.9%,7.8%,3.0%
Cc1ccc(C(=O)COC(=O)c2nc3nccc(C)n3n2)c(C)c1,-3.7%,10.6%,0.0%,-4.6%,5.3%,-12.1%,5.6%,31.0%,8.1%
COc1ccc(NC2c3ccccc3C(=O)N2c2cccnc2)cc1Cl (configuration not stated),2.2%,21.1%,u,-1.0%,13.8%,-26.1%,-2.1%,-8.1%,12.1%[57.1 µM]
CC1=C(C(=O)NCc2ccc(Cl)cc2)C2(CCCCCC2)OC1=O,-6.1%,19.9%,-24.9%,2.3%,-8.2%,-14.9%,0.0%,3.5%,0.8%
CCOC(=O)c1cc(-c2ccccc2)sc1NC(=O)c1ccc(OC)cc1,-9.8%,u,x,10.2%,u,u,-8.9%,u,-22.2%
COc1ccccc1C1c2c(-c3ccc(Cl)cc3)n[nH]c2C(=O)N1c1ccc(C)cc1 (configuration not stated),6.5%,21.6%,-14.2%,0.9%,1.7%,u,22.8%,1.8%,6.0%
Cc1cc(C)c2sc(N(CCCN(C)C)C(=O)c3ccc(S(=O)(=O)N4CCCc5ccccc54)cc3)nc2c1,-5.5%,-7.2%,u,-1.7%,2.4%,39.8µM*,12.0%,-21.9%,23.8%
COc1ccc(N2CCN(C(CNC(C)=O)c3ccco3)CC2)cc1 (configuration not stated),-0.2%,42.1%[activator],-3.3%,3.5%,62.4%[activator],-8.1%[11.4 µM],-5.2%,11.3%[11.4 µM],7.8%
CCc1ccc(C(=O)c2cc3ccc(O)cc3oc2=O)cc1,-5.7%,27.2%,u,-7.8%,u,-5.2%,12.5%,0.4%,-7.5%[57.1 µM]
Cc1cc(C)n(-c2nc(N(C)C)nc(N3CCOCC3)n2)n1,-2.8%,11.6%,0.7%,0.7%,0.0%,-16.3%,1.2%,7.3%,2.3%[57.1 µM]
Cc1ccc(NC(=O)Cn2cc(S(=O)(=O)N3CCCC3)c(S(=O)(=O)N3CCCC3)c2)cc1C,i,27.4%,0.5%,-5.0%,-5.2%,-14.6%,32.9%[activator],3.1%,11.3%
CCOC(=O)c1noc2nc(C)n(CC(=O)Nc3cc(Cl)ccc3OC)c(=O)c12,-3.6%,23.2%[57 µM],u,-2.2%,-12.6%,-17.9%,-14.7%,9.3%,-24.1%[57.1 µM]
COCCN(C(=O)CSc1nnc(-c2ccncc2)n1C)c1c(N)n(CC(C)C)c(=O)[nH]c1=O,0.4%,40.9%[activator],-7.2%,72.7%[activator],1.0%,-9.3%,u,15.3%,23.0%
CCOc1ccc(C2c3c(oc4ccccc4c3=O)C(=O)N2c2ccc(C)cn2)cc1OC (configuration not stated),-4.1%,67.5%[activator],262.7%[activator],-4.6%,-1.7%,-3.5%,-1.7%,-10.4%,22.0%[57.1 µM]
O=C(CCl)N(O)c1ccc(C=Cc2ccccc2)cc1,-1.9%,27.6%,u,6.9%,7.1%,-13.2%,-16.7%,-42.3%,-2.4%[11.4 µM]
CN(CC(=O)NCc1cccnc1)S(=O)(=O)c1cc(Cl)ccc1Cl,i,31.7%,-16.8%,4.4%,-12.8%,-2.8%,5.2%,-28.8%,7.3%
CCOC(=O)CSc1nnc2c3ccccc3n(C)c2n1,-8.5%,-11.9%,5.4%,-9.8%,u,u,-0.2%,u,4.8%[57.1 µM]
O=C(NCc1cccc(Cl)c1)c1ccc(N2CC3CC(C2)c2cccc(=O)n2C3)c(NC(=O)c2cccnc2)c1 (configuration not stated),-9.7%,30.6%,-14.2%,1.4%,-2.7%,-2.9%,-3.2%,3.6%,25.1%
O=C(CCc1nc2ccccc2c(=O)[nH]1)OCC(=O)c1cccc(Cl)c1,-2.0%,14.5%,-0.6%,0.7%,10.9%,-4.9%,6.9%,7.5%,-5.1%
CC1=C(C(=O)Nc2ccccc2)C(c2cccn2C)n2ncnc2N1 (configuration not stated),10.6%,15.0%[57 µM],0.0%,2.9%,12.8%,-9.3%,-3.3%,-5.1%,12.1%[57.1 µM]
O=C(c1cccc(C(=O)N2CCN(c3ccccc3F)CC2)n1)N1CCN(c2ccccc2F)CC1,-5.9%,27.2%,0.0%,-4.5%,-2.2%,-12.2%,1.2%,1.8%,1.0%[57.1 µM]
C=CCN(CC=C)C(=S)NC(=O)c1ccc(-c2ccccc2)cc1,-0.3%,-0.1%,u,x,11.5%,u,-1.5%,-38.1%,-18.9%
CCOc1ccccc1/C=C(\C#N)C(=O)Nc1cccc(C(=O)O)c1,i,-4.3%,-13.4%,-3.8%,-23.3%,-18.5%,-10.2%,-29.8%,-13.4%
O=C(Nc1ccc(NC(=O)c2cc3ccccc3o2)cc1)c1ccc2c(c1)OCCO2,-10.4%,0.6%,0.6%,-0.7%,3.4%,-19.6%,21.1%,-3.8%,19.9%
COc1ccc(C2C(=O)N(C3CCCCC3)CC(=O)N2Cc2ccccc2Cl)cc1OC (configuration not stated),8.7%,16.7%,-34.3%,5.7%,0.7%,-23.9%,-1.7%,5.2%,20.9%[57.1 µM]
COc1ccc(NC(=O)CSc2nnc(-c3ccccn3)n2Cc2ccco2)cc1OC,5.1%,21.6%,0.0%,-2.3%,x,10.5%,-1.3%,-32.7%,-5.3%
CN(C(=O)C(Cl)Cl)C1CC2C=CC1C2 (configuration not stated),-5.3%,20.9%,0.0%,7.0%,-7.5%,-0.7%,0.6%,-2.3%,20.4%
Cc1ccc(-n2c(Cc3cccn3C)nnc2SCC(=O)Nc2nnc(C)s2)cc1,-11.6%,-6.6%,-7.1%,6.4%,6.8%,-33.3%,-4.4%,4.2%,3.9%
Oc1ccc(NCc2ccc(OCc3ccccc3Cl)cc2)cc1,i,u,u,u,-22.6%,50.1µM*,-2.1%,u,44.7µM*
COc1ccc([N+](=O)[O-])cc1NC(=S)NC(NC(=O)C(c1ccccc1)c1ccccc1)C(Cl)(Cl)Cl (configuration not stated),-0.2%,-8.3%,23.7%,-1.2%,-0.3%,-28.8%,14.3%,-21.0%,-14.1%
COc1cc2[nH]c3c(=O)n(CCN4CCCCC4)cnc3c2cc1OC,-7.7%,23.5%,u,-4.9%,35.1%[activator],-14.9%,5.2%,32.8%,3.7%[57.1 µM]
Cc1ccc(CNC(=O)[C@H](C)N2C(=O)N3CCc4c([nH]c5ccccc45)[C@@]3(C)C2=O)cc1,-1.5%,33.9%,31.6%,-10.8%,-4.1%,-6.1%,-0.2%,9.0%,8.1%
Cc1ccc2c(c1)N(CC(=O)N1CCC(O)CC1)C(=O)CO2,0.3%,-9.5%,-1.1%,2.0%,0.0%,-11.3%,1.5%,-0.3%,10.8%
CC(=O)c1sc(N2CCOCC2)nc1-c1ccccc1,i,29.0%,-13.9%,-5.2%,1.1%,4.5%,-8.4%,-9.9%,7.2%[57.1 µM]
COC1=NC(=C(c2ccccc2)c2ccccc2)OC1=O,-6.3%,32.3%,u,-7.3%,64.4%[activator],-9.7%,0.2%,12.1%,23.2%
CCN1C(=O)C(=O)N(CC(=O)c2[nH]c(C)c(C(C)=O)c2C)C1=O,i,-5.3%,-19.8%,16.6%,2.1%,-10.9%,-8.8%,-1.3%,10.0%
FC(F)(F)c1cc(Oc2ccccc2)nc(-c2ccccn2)n1,-6.3%,32.7%,0.0%,-6.5%,-7.3%,-9.0%,-6.7%,-11.1%,-9.3%
CCOc1ccc(NC(=O)Nc2ccon2)cc1,-14.0%,28.1%,2.7%,2.7%,-1.8%,-15.7%,-6.4%,17.3%,49.3%[activator]
CCN(c1cccc(C)c1)S(=O)(=O)c1ccc2c(c1)NC(=O)CCS2,-1.3%&-7.0%,31.5%&9.2%,-23.5%&0.0%,2.6%&6.0%,3.9%&5.1%,-13.1%&-11.0%,1.2%&-3.3%,3.5%&-0.4%,4.3%&16.4%
COc1cccc(OC)c1C(=O)Nn1c(C2CCC2)nc2ccccc2c1=O,-2.2%,29.6%,0.0%,3.1%,-0.8%,-7.1%,1.2%,-19.7%,-4.7%
CCn1nc(NC(=O)C(C)(C)C)c2cc3cccc(C)c3nc21,1.8%,250.3%[activator],-12.5%,2.0%,-2.0%,143.4%[activator],0.6%,31.7%,8.7%
O=C(O)CCCCCNC(=O)/C(=C\c1ccco1)NC(=O)c1ccco1,4.1%,31.0%,18.0%,2.8%,-2.2%,1.0%,u,-3.3%,-7.8%
CCOC(=O)c1ccc(-c2n[nH]c(=O)c3ccccc23)cc1,x,27.7%,0.5%,x,-18.0%,-12.3%,-5.9%,13.7%,0.2%

# High-throughput results deposited in PubChem BioAssay by National Center for Advancing Translational Sciences (NCATS).
